ANO1 block: blocks the mouse calcium-activated chloride channel TMEM16A. Q8BHY3. HEK293 TMEM16A/YFP iodide influx fluorescence, ionomycin. normalized B-score (activity score, 25-100; higher = stronger inhibition) at 10 µM. actives 1.2% (n = 310,000);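 active = ratio plate-corrected score three or more library SD toward inhibition, starting fluorescence score within five deviations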;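 also: score derived from kinetic fluorescence span divided by baseline fluorescence per well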
TRPC6 act: activates the mouse TRPC6 cation channel; actives 0.13% (n = 310,000); AID 2550; HEK293-TRPC6 membrane potential dye fluorescence; stronger effect = higher value; B-score at 10 µM;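 active = B-score of the integrated fluorescence ratio above library mean plus 3 SD, and starting fluorescence ratio within library mean plus 5 SD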;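 also: higher score means more depolarization so channel activation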
TRPC6 inhibitor: blocks the mouse TRPC6 cation channel; Q61143; HEK293-TRPC6, membrane potential dye, ACh-evoked depolarization; stronger effect = lower value; B-score at 10 µM; actives 1.1% (n = 310,000);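 active = B-score under library mean minus 3 SD, initial fluorescence not abnormally high, positive integrated signal ratio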;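 also: B-score derived from integrated fluorescence ratio over the kinetic read; more negative B-score means stronger inhibition of depolarization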
TRPC4 agonist: TRPC4 (mouse) channel activation. actives 0.49% (n = 310,000). B-score at 10 µM. HEK293 TRPC4beta/mu-opioid, Fluo4 calcium fluorescence; stronger effect = higher value. Q9QUQ5;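 active = B-score above 5 SD of library B-scores, and initial fluorescence ratio not above library mean plus 5 SD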;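 also: positive B-score marks a calcium rise read as TRPC4 activation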
Target sequence (Q9QUQ5 whole entry, looked up): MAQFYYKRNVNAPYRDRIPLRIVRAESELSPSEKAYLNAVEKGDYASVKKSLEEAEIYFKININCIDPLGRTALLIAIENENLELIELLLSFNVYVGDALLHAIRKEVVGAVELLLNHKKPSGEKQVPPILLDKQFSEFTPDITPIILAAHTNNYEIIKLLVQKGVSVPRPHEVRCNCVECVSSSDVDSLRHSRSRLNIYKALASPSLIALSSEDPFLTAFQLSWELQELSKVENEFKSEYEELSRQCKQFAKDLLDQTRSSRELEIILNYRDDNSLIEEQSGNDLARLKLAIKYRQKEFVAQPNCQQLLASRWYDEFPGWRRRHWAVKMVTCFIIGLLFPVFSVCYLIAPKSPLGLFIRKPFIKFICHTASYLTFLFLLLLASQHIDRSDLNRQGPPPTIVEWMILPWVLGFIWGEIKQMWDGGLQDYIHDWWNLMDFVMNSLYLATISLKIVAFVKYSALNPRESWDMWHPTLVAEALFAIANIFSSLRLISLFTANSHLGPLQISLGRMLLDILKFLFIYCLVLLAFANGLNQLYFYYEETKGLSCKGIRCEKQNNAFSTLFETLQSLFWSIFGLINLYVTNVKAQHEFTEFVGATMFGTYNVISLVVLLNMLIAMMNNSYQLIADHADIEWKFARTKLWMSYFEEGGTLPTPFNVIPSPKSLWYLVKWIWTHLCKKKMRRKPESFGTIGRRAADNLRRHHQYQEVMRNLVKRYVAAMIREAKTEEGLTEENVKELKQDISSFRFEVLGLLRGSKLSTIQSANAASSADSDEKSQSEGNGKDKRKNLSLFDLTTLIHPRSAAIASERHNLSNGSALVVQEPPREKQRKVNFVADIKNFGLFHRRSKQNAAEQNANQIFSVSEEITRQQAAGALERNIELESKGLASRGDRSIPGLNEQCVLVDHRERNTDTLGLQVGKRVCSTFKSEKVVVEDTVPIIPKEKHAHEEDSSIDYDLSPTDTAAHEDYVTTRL
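Assay system: HEK293 stable line with TRPC4beta plus mu-opioid receptor. Times: dye 45 min RT, read 110 s. Measured by: kinetic Fluo4 calcium fluorescence. Measure: B score of integrated ratio. Controls: assay buffer as low control, maximal DAMGO as high control.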
TRPC4 block: TRPC4 (mouse) channel inhibition; Q9QUQ5; HEK293 TRPC4beta/mu-opioid, DAMGO-evoked Fluo4 calcium flux; stronger effect = lower value; B-score at 10 µM; actives 0.39% (n = 300,000); AID 2247;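 active = B-score over 3 SD under the library average, no early fluorescence shift, positive overall ratio signal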
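test system = HEK293 cells with stable TRPC4beta plus mu-opioid receptor expression | detection = Fluo4 Ca2+ flux fluorescence | read-out = integrated fluorescence ratio relative to baseline, converted to per-well B score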
TMEM16A act: mouse TMEM16A channel activation, primary screen | B-score at 10 µM | HEK293 TMEM16A/YFP-H148Q/I152L, iodide quench fluorescence; stronger effect = lower value | AID 623877 | actives 0.3% (n = 340,000) | Q8BHY3;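 active = fluorescence-ratio B-score plate-corrected deviation score at least 3 library SD below zero, with starting fluorescence score within 5 deviations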;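 also: channel opened by trigger with iodide after compound preincubation; score built on the fluorescence ratio of max minus min over baseline; more negative score means more quench and so TMEM16A activation or potentiation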
MrgX1 agonist: activates human MrgX1 receptor signaling. Q96LB2. MrgX1-HEK293 cells, Fluo-4 calcium fluorescence, agonist mode; stronger effect = higher value. B-score at 10 µM. actives 0.44% (n = 310,000). AID 588627;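 active = calcium response B-score plate-corrected fluorescence ratio at least 3 library SD, with starting fluorescence B-score inside 5 SD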
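Test system: HEK293 cells stably expressing human MrgX1 receptor; amount: 15,000 cells per well; doses: compound delivered in addition one of three; times: overnight plating before 1 h dye loading; detection: Fluo-4 NW calcium-flux fluorescence, kinetic read; read-out basis: B-scored fluorescence response ratio; controls: positive and negative controls per plate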
SKKanGAS inh: SKKanGAS growth inhibition; inhibition, % at 7.5 µM; actives 1.3% (n = 300,000); S. pyogenes SKKanGAS, kanamycin growth, BacTiter-Glo, 6 h; AID 1662;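 active = mean replicate score, as percent of positive control median, at least 50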;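 also: strain carries kanamycin resistance gene driven by streptokinase promoter and grows in 40 µg/ml kanamycin; loss of luminescence reflects streptokinase promoter inhibition or plain growth inhibition; 0% = median of DMSO wells and 100% = positive control at its reference dose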
MrgX1 antag: blocks BAM8-22 activation of human MrgX1 receptor. actives 1.3% (n = 310,000). MRGX1-HEK293 calcium flux, Fluo-4, BAM8-22 antagonism; stronger effect = lower value. Q96LB2. B-score at 10 µM. AID 588676;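 active = calcium-response B-score plate-corrected more than 3 library SD below zero, starting fluorescence within 5 deviations, no agonist response on first addition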;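 also: peak minus trough fluorescence over baseline after final BAM8-22 challenge near maximal dose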
MrgX1 PAM: allosterically activates human MrgX1 receptor signaling; B-score at 10 µM; Q96LB2; actives 0.63% (n = 310,000); MrgX1-HEK293, Fluo-4 calcium flux, FDSS; stronger effect = higher value;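 active = plate-corrected calcium response at least 3 library SD above typical, normal starting fluorescence, not activating the receptor alone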;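 also: compound read alongside a low EC10 to EC30 dose of BAM8-22 agonist; peak minus trough fluorescence over baseline measured at the second addition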
TRPC4 PAM: TRPC4 (mouse) allosteric potentiation | Q9QUQ5 | HEK293 TRPC4beta/mu-opioid, DAMGO EC20, Fluo-4 Ca2+ flux; stronger effect = higher value | B-score at 10 µM | actives 0.42% (n = 310,000);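 active = B-score of calcium response area above 5 SD of library B-scores, with initial fluorescence ratio within 5 SD of library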;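 also: B-score of integrated fluorescence ratio over time as area under calcium response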
* = called active by the depositor; i = inactive; x = no result given. Some of the compounds tested; rates above refer to the full screens.

SMILES | ANO1 block | TRPC6 act | TRPC6 inhibitor | TRPC4 agonist | TRPC4 block | TMEM16A act | MrgX1 agonist | SKKanGAS inh | MrgX1 antag | MrgX1 PAM | TRPC4 PAM
CCN(CC)CCCN=Cc1c(O)n(CCc2ccc(F)cc2)c(=O)[nH]c1=O | i | i | i | i | i | i | i | -2.9 | i | i | i
CC(C)OC(=O)Nc1ccc(N=C(N)N[N+](=O)[O-])cc1 | i | i | i | i | i | i | i | -7.7 | i | i | i
Cc1cccc(N2C(=O)NC(=O)/C(=C\c3cccn3-c3ccc(Cl)cc3)C2=O)c1 | i | i | i | i | i | i | i | 1.1 | i | i | i
CC(C)CC(=O)NC(Oc1ccc(Cl)cc1)C(Cl)(Cl)Cl (stereo not drawn) | i | i | i | i | i | i | i | 14.0 | i | i | i
CCCCn1c(=O)c(C(=O)NCc2ccccc2)c(O)c2ccccc21 | i | i | i | i | i | i | i | 76.5* | i | i | i
COc1ccccc1CCNC1CCCCCC1 | i | i | i | i | i | i | i | -0.9 | i | i | i
CCCCCCC(Cl)(Cn1ccnc1)c1ccccc1 (stereo not drawn) | i | i | i | i | i | i | i | 1.5 | i | i | i
CCC1(c2ccc(N)cc2)CCC(=O)NC1=O (stereo not drawn) | i | i | i | i | i | i | i | -2.6 | i | i | i
Cc1cccnc1-n1c(-c2ccco2)nc2ccccc2c1=O | i | i | i | i | i | i | i | -1.7 | i | i | i
Cc1nn(Cc2ccccc2)c(Cl)c1C(=O)OCC(=O)N1CCCC1 | i | i | i | i | i | i | i | -3.1 | i | i | i
Nc1c2c(nc3ccccc13)CCN(Cc1ccccc1)C2 | i | i | i | i | i | i | i | 1.2 | i | i | i
CN(C)CCN=Cc1c(O)n(Cc2ccco2)c(=O)[nH]c1=O | i | i | i | i | i | i | i | -2.8 | i | i | i
O=C(Cn1c2c(c(-c3ccccc3Cl)cc1=O)CCC2)N1CCC2(CC1)OCCO2 | i | i | i | i | i | i | i | -2.4 | i | i | i
COC(=O)C1=C(c2cccc(OC)c2OC)C[C@@H]2CC[C@H]1N2C(=O)NCCO | i | i | i | i | i | i | i | -2.7 | i | i | i
COc1ccc(C[C@@H]2c3cc(O)c(OC)cc3CCN2C)cc1O | i | i | i | i | i | i | i | 1.3 | i | i | 17*
Cc1ccc(Cl)cc1-n1c(O)c(C=NCCCN2CCOCC2)c(=O)[nH]c1=O | i | i | i | i | i | i | i | 0.6 | i | i | i
Cc1ccc(N2C(=O)NC(=O)/C(=C/c3ccc(OC(=O)c4cccs4)cc3)C2=O)cc1 | i | i | i | i | i | i | i | 10.5 | i | i | i
FC(F)(F)c1ccccc1CN1CCN(Cc2ccccc2)CC1 | i | i | i | i | i | i | i | 6.2 | i | i | i
N#Cc1cc2c(nc1SCC(=O)Nc1cc(Cl)cc(Cl)c1)C1CCN2CC1 | i | i | i | i | i | i | i | -0.1 | i | i | i
CCN(CC)c1ccc(CN(C)CCc2ccc(OC)c(OC)c2)cc1 | i | i | i | i | i | i | i | 3.3 | i | i | i
Cc1ccc(OCC(=O)N2CCN(Cc3ccc4c(c3)OCO4)CC2)cc1C | i | i | i | i | i | i | i | -5.1 | i | i | i
CCCCn1c(O)c(C(C)=NCCCN(CC)CC)c(=O)[nH]c1=O | i | i | i | i | i | i | i | -4.2 | i | i | i
COc1ccccc1CCNC1CCC(C)CC1 (stereo not drawn) | i | i | i | i | i | i | i | -3.0 | i | i | i
CCN1CCC2(CC1)NC(=O)c1ccccc1O2 | i | i | i | i | i | i | i | 2.7 | i | i | i
O=c1[nH]c(=S)n(C2CC2)c(O)c1C=NCCc1ccccc1 | i | i | i | i | i | x | i | 35.3 | i | i | i
CC1(C)C(=O)C=C[C@]2(C)[C@H]3CC[C@@]4(C)[C@H](c5ccoc5)OC(=O)[C@H]5O[C@]54[C@]3(C)[C@H](O)C[C@@H]12 | i | i | i | i | i | x | i | 1.5 | i | i | i
CN(CC1COc2ccccc2O1)c1nc(-c2cccnc2)nc2ccccc12 (stereo not drawn) | i | i | i | i | i | i | i | 36.1 | i | i | i
COc1ccc(CNCCc2ccccc2F)c(OC)c1C | i | i | i | i | i | i | i | 1.9 | i | i | i
Cc1c(C)c2ccc(OCC(=O)N3C[C@H]4C[C@@H](C3)c3cccc(=O)n3C4)cc2oc1=O | i | i | i | i | i | i | i | 2.5 | i | i | i
CN(C)/C=C/C(=O)C(Cl)(Cl)Cl | i | i | i | i | i | i | i | -5.1 | i | i | i
CCN1CCC(N(C)C2CCCCC2)CC1 | i | i | i | i | i | i | i | 7.4 | i | i | i
C=CC[C@@H](C)CC(=O)C(CCCN=[N+]=[N-])SOOc1ccccc1 (stereo partly drawn) | i | x | x | x | x | i | i | x | i | i | x
COc1ccc(C(CNC(=O)Cc2ccc(Cl)c(Cl)c2)N2CCCCC2)cc1 (stereo not drawn) | i | i | i | i | i | i | i | 19.9 | i | i | i
COC1=CCC2([N+](=O)[O-])CN(C)CC1([N+](=O)[O-])C2 (stereo not drawn) | i | i | i | i | i | i | i | -17.2 | i | i | i
O=C(Cn1c(NCCCl)nc2ccccc21)c1ccc(Br)cc1 | i | i | i | i | i | i | i | -6.3 | i | i | i
CCCOc1ccccc1NP(=O)(Oc1ccccc1)Oc1ccccc1 | i | i | i | i | i | i | i | 5.9 | i | i | i
CC(=O)c1cccc(NC(=O)N2C[C@H]3C[C@@H](C2)c2cccc(=O)n2C3)c1 | i | i | i | i | i | i | i | -4.6 | i | i | i
c1ccc2c(c1)CNc1ccccc1O2 | i | i | i | i | i | i | i | -5.7 | i | i | i
FC(F)(F)c1cccc(N2CCNCC2)c1 | i | i | i | i | i | x | i | 4.5 | i | i | i
CN1CCN(c2ccc(/C=C3\C(=O)NC(=S)N(c4cccc(Br)c4)C3=O)o2)CC1 | i | i | i | i | i | i | i | 11.4 | i | i | i
O=C1NC(=O)C(=CN2CCc3ccccc32)C(=O)N1 | i | i | i | i | i | i | i | -1.6 | i | i | i
CCC1(OC(=O)CN)C(=O)OCc2c1cc1n(c2=O)Cc2cc3ccccc3nc2-1 (stereo not drawn) | i | i | i | i | i | i | i | 2.6 | i | i | i
Cc1ccccc1N1C(=O)NC(=O)/C(=C\c2cnn(-c3ccccc3)c2)C1=O | i | i | i | i | i | i | i | 0.8 | i | i | i
C=CCn1c(O)c(C(C)=O)c(=O)[nH]c1=O (tested in a mixture with another compound) | i | i | i | i | i | i | i | 2.6 | i | i | i
CC(C)(C)N1C(=O)NC(=O)/C(=C\c2ccc3c(c2)CCN3CCCCl)C1=O | i | i | i | i | i | i | i | 4.4 | i | i | i
COC(=O)C1=C(c2cc3ccccc3o2)C[C@@H]2CC[C@H]1N2C(=O)N1CCCCC1 | i | i | i | i | i | i | i | 3.1 | i | i | i
Cc1ccccc1N1C(=O)NC(=O)/C(=C\c2ccc3c(c2)CCCN3Cc2ccccc2)C1=O | i | i | i | i | i | i | 32.2* | 4.1 | i | i | i
CCCCc1ccc2[nH]cc(CCN)c2c1 | i | i | -5.19* | i | i | i | i | -2.1 | i | i | i
COc1cccc(N2CCN(Cc3cccc(Cl)c3)CC2)c1 | i | i | i | i | i | i | i | -2.8 | i | i | i
O=C(O)c1ccc(/C=C/c2nc3ccccc3c(=O)n2-c2ccc(Br)cc2)cc1 | i | i | i | i | i | i | i | 26.7 | i | i | i
CC1CCC2[C@@H](C)C(=O)OC3O[C@]4(C)CCC1C32OO4 (stereo partly drawn) | i | i | i | i | i | i | i | 3.8 | i | i | i
C=C1C2C[C@@]3([C@@H]1O)[C@@H](C[C@@H]2O)[C@@]12C4[C@@H]3C[C@@H]1[C@@](C)(CC[C@@H]2O)CN4CC | i | x | x | x | x | i | i | x | i | i | x
O=[N+]([O-])c1cc(S(=O)(=O)c2ccc(O)c([N+](=O)[O-])c2)ccc1O | i | i | i | i | i | i | i | 3.2 | i | i | i
O=C(CN1C(=O)CCSc2ccccc21)N1CCC2(CC1)OCCO2 | i | i | i | i | i | i | i | 2.0 | i | i | i
CN1C(=O)N(C)C(=O)C(CCc2ccncc2)(Cc2ccc3c(c2)OCO3)C1=O | i | i | i | i | i | i | i | -8.3 | i | i | i
Cc1cc(C)c(Cn2c(C(=O)O)c(C=O)c3ccccc32)c(C)c1 | i | i | i | i | i | i | i | -7.8 | i | i | i
CCOC(=O)C(C)Oc1cc(C)cc2oc(=O)c3c(c12)CCCC3 (stereo not drawn) | i | i | i | i | i | i | i | 4.4 | i | i | i
Clc1cc(I)cc(Cl)c1NC1=NCCN1 | i | i | i | i | i | i | i | -3.4 | i | i | i
Cc1cc(C(=O)CS(=O)c2ccc(F)cc2)cc(C)c1OC(=O)N(C)C (stereo not drawn) | i | i | i | i | i | i | i | 3.4 | i | i | i
COc1cc(N2C(=O)CC(=O)NC2=O)cc(OC)c1OC | i | i | i | i | i | i | i | 0.5 | -5.15* | i | i

Next entries
SMILES | ANO1 block | TRPC6 act | TRPC6 inhibitor | TRPC4 agonist | TRPC4 block | TMEM16A act | MrgX1 agonist | SKKanGAS inh | MrgX1 antag | MrgX1 PAM | TRPC4 PAM
O=c1c2ccccc2nc(/C=C/c2ccc([N+](=O)[O-])o2)n1-c1ccc(O)cc1 | x | i | i | i | i | i | x | 8.7 | x | x | i
CC1(C)C(C(=O)N2CCN(C(=O)c3ccccc3)CC2)C1(C)C | i | i | i | i | i | i | i | -7.9 | i | i | i
Cc1ccc(CN2CCCC(C(=O)c3cccc(C(F)(F)F)c3)C2)o1 (stereo not drawn) | i | i | i | i | i | i | i | -3.9 | i | i | i
COc1ccccc1-n1c(/C=C/c2ccccn2)nc2ccccc2c1=O | i | i | i | i | i | i | i | -5.7 | i | i | i
O=C1C(=O)c2ccccc2-c2ccccc21 | i | i | i | i | i | i | i | 86.0* | i | i | i
CN(C)C1(CNC(=O)c2ccc(Cl)c(S(=O)(=O)NCc3ccco3)c2)CCCCC1 | i | i | i | 73* | i | i | i | -1.2 | i | i | i
CNCC(O)c1ccc(O)cc1 (stereo not drawn) | i | i | i | i | i | x | i | -1.0 | i | i | i

Source: PubChem (several laboratories)
